From PubChem BioAssay
MPTP inh – permeability transition pore inhibition | isolated mouse mitochondria, Ca2+ swelling absorbance, 30 min | inhibition, % at 10 µM | 360,000 compounds, 1.4% hits | AID 602449;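 active = inhibition of 50% or more, scaled per plate between neutral and stimulator controls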;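 also: 0% = DMSO wells given calcium and 100% = 1 mM EGTA wells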
hIAP act – human IAP activation; P09923; purified human IAP, CDP-Star luminescence, 30 min; active compounds read high; 1 = vehicle-only enzyme, 0 = enzyme-free background; activation factor at 10 µM; 330,000 compounds, 0.16% hits;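 active = activation factor of the enzyme at least 2-fold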; also: the source names both 10 and 20 µM as test concentration; values of inactives mirror those of a sister screen read the other way
Target sequence (P09923 whole entry, looked up): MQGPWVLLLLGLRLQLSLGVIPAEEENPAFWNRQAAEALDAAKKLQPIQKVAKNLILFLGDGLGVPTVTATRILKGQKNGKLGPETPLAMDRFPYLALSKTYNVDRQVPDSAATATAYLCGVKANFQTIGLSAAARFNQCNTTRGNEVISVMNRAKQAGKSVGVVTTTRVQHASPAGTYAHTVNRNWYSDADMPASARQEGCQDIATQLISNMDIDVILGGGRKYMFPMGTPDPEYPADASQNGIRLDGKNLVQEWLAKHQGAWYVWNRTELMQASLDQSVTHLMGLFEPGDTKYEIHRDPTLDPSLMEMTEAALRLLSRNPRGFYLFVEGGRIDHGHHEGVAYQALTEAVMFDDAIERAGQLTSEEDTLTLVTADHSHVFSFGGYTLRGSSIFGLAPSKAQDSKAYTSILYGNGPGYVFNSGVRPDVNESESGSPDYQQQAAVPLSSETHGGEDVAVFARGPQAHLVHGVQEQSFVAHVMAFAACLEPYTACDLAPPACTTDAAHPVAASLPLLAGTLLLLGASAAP
hIAP block – human IAP inhibition | AID 2544 | purified IAP, CDP-Star luminescence, 30 min | inhibition, % at 10 µM | 330,000 compounds, 0.12% hits;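 active = inhibition reaching a set limit with compound at 10 µM in the primary screen, cut at about 35% in these data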;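 also: plate controls were DMSO wells with enzyme for no effect and no-enzyme buffer wells for full effect; values of inactives mirror those of a sister screen read the other way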
mIAP activ – mouse IAP activation; muIAP, CDP-Star luminescence, 30 min; active compounds read high; 1 = vehicle-only enzyme signal, 0 = enzyme-free wells; activation factor at 10 µM; 330,000 compounds, 0.24% hits;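 active = activation factor of at least 2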; also: the source names both 10 and 20 µM as test concentration; values of inactives mirror those of a sister screen read the other way
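Assay system: mouse IAP enzyme; Reagent: CDP-Star chemiluminescent phosphatase substrate; Compound: DMSO-dissolved test compounds; Incubation: 30 min, room temperature; Technique: luminescence from enzymatic CDP-Star hydrolysis; Controls: DMSO-only wells and no-enzyme negative control.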
mIAP block – blocks mouse intestinal alkaline phosphatase. 330,000 compounds, 0.2% hits. inhibition, % at 10 µM. purified mouse IAP, CDP-Star luminescence, 30 min;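 active = inhibition of at least 40% at 10 µM in the primary screen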;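 also: plate controls were DMSO with enzyme for no effect and no enzyme wells for full effect; values of inactives mirror those of a sister screen read the other way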
MIN6 prolif – MIN6 beta-cell proliferation induction | AID 2380 | proliferation, % at 10 µM | MIN6 cells proliferation, ATPlite luminescence, 48 h; cells starved in 0.2% serum; 100% = growth in 10% serum | 330,000 compounds, 0.29% hits;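 active = compounds whose signal lies at least 3.5 SD above the mean of all wells on their plate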;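 also: 0% = DMSO-treated cells in low-serum medium and 100% = 10% serum control; some compounds called inactive have numbers as strong as hits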
APOBEC3A inh – blocks human APOBEC3A ssDNA deamination. P31941. recombinant A3A, FAM/TAMRA ssDNA deamination fluorescence. inhibition, % at 20 µM. 330,000 compounds, 0.41% hits. AID 493011;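 active = at least 40% inhibition at 20 µM here, with at most 30% in a related deaminase screen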;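 also: plate controls were A3A with DMSO for no effect and wells lacking A3A enzyme for full effect; some results filed as inactive read as strong as hits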
Target sequence (P31941 whole entry, looked up): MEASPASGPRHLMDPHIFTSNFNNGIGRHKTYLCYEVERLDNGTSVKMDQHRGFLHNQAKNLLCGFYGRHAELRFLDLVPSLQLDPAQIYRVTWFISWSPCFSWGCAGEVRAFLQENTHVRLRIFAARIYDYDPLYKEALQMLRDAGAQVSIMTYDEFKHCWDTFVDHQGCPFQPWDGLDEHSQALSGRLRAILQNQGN
ATG4B inhibitor – inhibitors of human ATG4B cysteine protease | Q9Y4P1 | ATG4B cleavage of LC3-PLA2, NBD-HPC fluorescence, 1 h | inhibition, % at 8.33 µM | 340,000 compounds, 0.51% hits | AID 504462; in the data active = inhibition above about 40%
A3G deaminase – inhibitors of human APOBEC3G DNA deaminase | Q9HC16 | recombinant A3G, ssDNA deamination FAM/TAMRA fluorescence | inhibition, % at 20 µM | 330,000 compounds, 0.28% hits | AID 493012;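 active = inhibition of at least 40% at 20 µM, with no more than 30% in the related APOBEC3A deaminase screen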;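 also: plate controls were DMSO wells with A3G for no effect and wells lacking A3G enzyme for full effect; some compounds called inactive have numbers as strong as hits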
Starred values were filed as active, the others as inactive; · = not tested or not shown.

no.	Compound	MPTP inh	hIAP act	hIAP block	mIAP activ	mIAP block	MIN6 prolif	APOBEC3A inh	ATG4B inhibitor	A3G deaminase
1	COc1cccc(OC)c1NC(=O)C1CCCN1C(=O)Nc1ccccc1F (stereo not drawn)	-0.1	0.92	8	0.88	12	-2	1	-6	-5
2	COc1ccc(NC(=O)CSc2nnc(CN3CCOCC3)n2C)cc1Cl	0.1	0.82	18	1.1	-10	-1	-4	4	16
3	Cc1ccc(CNC(=O)c2ccccc2NS(=O)(=O)c2ccc(Cl)nc2)cc1	24	1	-3	0.94	6	-4	-5	-6	-7
4	COc1ccc(C(=O)NCC(c2cccs2)N2CCc3ccccc32)cc1OC (stereo not drawn)	1.6	1.1	-15	1.3	-27	-3	-4	-7	-6
5	COc1ccc(C)cc1Nc1n[n+](-c2ccccc2)c(-c2ccc(SC)cc2)s1	0.5	0.99	1	0.95	4	-9	-3	1	-12
6	COC(=O)c1c(NC(=O)CN2C(=O)NC3(CCC(C(C)(C)C)CC3)C2=O)sc2c1CCCCC2 (stereo not drawn)	1.2	0.95	5	1.1	-6	-5	0	-4	2
7	CC1CCCC(C)N1C(=O)CSc1nnc(-c2c[nH]c3ccccc23)o1 (stereo not drawn)	1.6	1.1	-12	1.2	-16	-2	-4	-12	-9
8	Cc1ccc(-c2cc(C(F)(F)F)n3ncc(C(=O)N4CCCCC4c4cccnc4)c3n2)cc1 (stereo not drawn)	-1.6	0.91	10	0.8	20	-3	0	-2	-7
9	COc1ccc(N2CCN(CC(O)COc3cc(C)cc(C)c3)CC2)cc1 (stereo not drawn)	2.6	1.2	-17	0.99	0	-1	-10	-8	-8
10	CC1CCCCN1C(=O)c1cccc(NC2=C(Cl)C(=O)N(Cc3ccccc3)C2=O)c1 (stereo not drawn)	1.4	0.88	12	0.99	1	-8	0	12	-2
11	CC(=O)c1ccc(NC(=O)C(C)Sc2nnc(-c3ccncc3)n2C2CC2)cc1 (stereo not drawn)	-1.3	1.1	-8	1	-2	-3	1	-10	-3
12	CSCC(=O)NS(=O)(=O)c1ccc(C)cc1	0.5	0.83	17	0.99	0	0	-1	-2	-2
13	Cc1ccnc2nc(C(=O)OCC(=O)c3c[nH]c4ccccc34)nn12	0.3	1	0	1.1	-8	-3	8	5	-5
14	COc1ccc(-c2noc(COc3ccc(Cl)c(C)c3)n2)cc1	2.4	0.86	14	1	-4	-1	-1	3	-5
15	CCOc1cc(C=C2C(=O)c3ccccc3C2=O)ccc1OCC(=O)Nc1ccc(C)cc1	0.3	0.92	8	0.89	11	-1	-5	0	-5
16	CC(C)NC(=O)c1ccc(CNC(=O)OCC(F)(F)F)cc1	-1.5	1.4	-36	1.1	-6	-2	-4	-5	-8
17	CC1CCN(Cc2c(C(=O)N3CCc4ccccc4C3)nc3ccc(Cl)cn23)CC1	-0.7	0.86	14	1	-1	-6	-1	23	-7
18	O=C(CCNC(=O)c1ccc(Cl)cc1)Nc1ccccc1N1CCCC1	0.0	0.96	4	0.93	8	-3	-5	11	-6
19	COc1ccc(OCC(=O)N2CCN(C(=O)COc3ccccc3)CC2)cc1	-1.6	1	-2	1	-3	-1	0	1	-2
20	O=C(N=C1SC2CS(=O)(=O)CC2N1c1ccc(OC(F)(F)F)cc1)C1CC1 (stereo not drawn)	-0.6	0.94	6	0.99	1	-1	-1	4	0
21	Cc1cccc(C2Nc3ccccc3C(=O)N2CCc2ccccc2)n1 (stereo not drawn)	0.3	0.82	18	1.1	-9	-3	-2	-9	-5
22	Cc1ccc([C@@H]2CC=C(C(=O)O)[C@H](c3ccc(C(C)(C)C)cc3)N2S(=O)(=O)c2ccc(C)cc2)cc1	1.5	1.1	-13	0.83	17	-5	0	37	-2
23	CC(=O)NCCn1c(SCC(=O)NCc2ccco2)nc2ccccc2c1=O	0.9	0.79	21	0.83	17	-3	-3	3	-4
24	CCOc1ccc(N/C=C/C(=O)c2ccc3ccccc3c2)c([N+](=O)[O-])c1	0.8	0.91	9	0.75	25	-2	1	5	-6
25	O=c1nc2scc(-c3ccccc3)n2c2ccccc12	0.3	0.9	10	1.1	-6	-2	-1	7	-3
26	COc1cccc(CN(C)CC(=O)NC(=O)NCc2ccco2)c1	-0.3	0.98	2	0.93	7	4	11	-21	6
27	Cc1ccc(N(CC(=O)NCC(O)c2ccccc2)S(=O)(=O)c2ccc(C)cc2)cc1 (stereo not drawn)	-2.3	1.1	-7	0.99	0	-2	-4	1	-12
28	CCn1c2ccccc2c2nn(C)c(=N)nc21	-1.3	0.99	1	1	0	-4	11	-11	1
29	CC(C)c1nc2oc3c(N(C)CCO)ncnc3c2c2c1CCC2	2.7	1.1	-6	1	0	-2	-1	-3	-4
30	CCCOC(=O)NC1CCS(=O)(=O)C1 (stereo not drawn)	0.4	1.1	-8	0.96	4	4	1	-9	3

Individual results from the results shown.
COc1ccc(C(=O)NCC(c2cccs2)N2CCc3ccccc32)cc1OC (stereo not drawn) in mIAP block reads -27
Cc1cccc(C2Nc3ccccc3C(=O)N2CCc2ccccc2)n1 (stereo not drawn) in MPTP inh reads 0.3

Going on with the list.
no.	Compound	MPTP inh	hIAP act	hIAP block	mIAP activ	mIAP block	MIN6 prolif	APOBEC3A inh	ATG4B inhibitor	A3G deaminase
31	Cc1ccc(C(C)C)cc1S(=O)(=O)NCc1cccnc1	-0.5	1	0	1.2	-16	0	-2	-4	-4
32	CCCCCCNC(=O)CNC(=S)N(Cc1cccs1)C1CCCCC1	-0.1	1	-4	1.2	-19	-7	-2	7	2
33	COc1ccc(S(=O)(=O)Nc2ccccc2C(=O)N2CCOCC2)cc1C	1.2	1.1	-6	1	-1	0	-2	-9	2
34	C[C@H](CO)N1C[C@H](C)[C@@H](CN(C)C(=O)NC2CCCCC2)Oc2c(NC(=O)Nc3ccc(C(F)(F)F)cc3)cccc2C1=O	0.7	1.1	-7	1.1	-8	-6	0	-11	-5
35	CC1CCCCC1NC(=O)CN1C(=O)NC(Cc2ccccc2)(Cc2ccccc2)C1=O (stereo not drawn)	1.2	1.1	-14	0.99	1	-2	4	6	-4
36	CCN(CC)C(=O)CSC1=Nc2ccccc2C2=NC(Cc3c[nH]c4ccccc34)C(=O)N12 (stereo not drawn)	0.3	1.3	-27	1.1	-8	-1	0	-12	-1
37	O=C(CSCc1ccc(Cl)cc1)Nc1cc([N+](=O)[O-])ccc1O	99*	0.82	18	0.89	11	-5	-1	-1	0
38	CCCCN1C(=O)C(O)=C(C(C)=O)C1c1ccccc1 (stereo not drawn)	-0.8	1	-3	0.91	9	2	4	1	5
39	CN1C(=O)CSc2ccc(NC(=O)N3CCOCC3)cc21	2.5	0.78	22	1.1	-14	-1	-2	-14	-5
40	O=C1C(Cl)=C(N2CCCCC2)C(=O)C(Cl)=C1c1cnc(N2CCCCC2)s1	7.1	1.1	-11	0.73	27	-6	54	23	39
41	O=C(NCCCn1ccnc1)c1ccc(F)cc1	2.6	1.1	-6	0.91	9	0	-1	1	-10
42	Cc1ccc2nc(SC(C(=O)c3ccccc3)c3ccccc3)nc(C)c2c1 (stereo not drawn)	2.3	0.98	2	0.94	6	-1	-2	-1	-5
43	COc1ccc(Cn2c(-c3ccc(OC)cc3)nc3c(c(=O)c4ccccc4n3C)c2=O)cc1	·	0.95	5	0.88	12	-1	1	·	-4
44	Nc1ccc(C(=O)c2cccs2)cc1	-0.4	1	-4	0.97	3	0	0	-6	-6
45	Cc1cc(C)cc(N(CCC#N)C(=O)COC(=O)Cn2[nH]c(=O)c3ccccc3c2=O)c1	0.5	0.96	4	1	-3	-2	-3	-9	-6
46	Cc1ccc(Nc2ccc([N+](=O)[O-])nc2[N+](=O)[O-])cc1	0.5	0.88	12	1.1	-11	-4	2	11	4
47	Cc1cc(C)cc(NC(=O)CSc2ncc(S(=O)(=O)c3ccccc3)c(=O)[nH]2)c1	·	0.96	4	0.92	8	0	-1	·	-8
48	Cc1cc(-c2n[nH]c(=S)n2-c2ccccc2)nn1C	0.7	1	-2	1.1	-7	-1	1	5	16
49	CC(=O)c1cc2c(cc1NC(=O)CN1CCCCC1C)OCO2 (stereo not drawn)	1.8	0.91	9	0.98	2	-2	-1	-1	0
50	Cc1c(NC(=O)c2ccc3ncccc3c2)c(=O)n(-c2ccccc2)n1C	0.2	1.1	-7	1	-2	3	-5	10	-7
51	CC1CCC(NC(=O)CCS(=O)(=O)c2ccc3c(c2)CCN3C(=O)C2CC2)CC1 (stereo not drawn)	-0.5	0.92	8	1	-5	-1	3	-10	1
52	CCOC(=O)N1CCC(NC(=O)CS(=O)(=O)Cc2nc(-c3ccc(OC)cc3)oc2C)CC1	-1.8	1.3	-28	1.1	-8	-5	3	-2	0
53	NC(=O)c1nsc(C(=O)N(CC(=O)NC2CCCC2)c2cnc3ccccc3c2)c1N	·	0.9	10	0.91	10	-1	0	·	-9
54	CCOC(=O)N1CCN(Cc2ccc(O)c3ncccc23)CC1	·	1.3	-33	0.93	7	-4	-6	-2	-5
55	COC(=O)c1ccc(/C=N\NC(=O)c2c(C)nc3ccc(Cl)cn23)cc1	0.7	1.1	-9	1	-5	0	-2	-2	1
56	CCn1c(=O)c(C(=O)CC#N)c(N)n(Cc2ccccc2)c1=O	1.2	1	-1	1	-2	-1	-2	4	-4
57	Cc1ccc(NC2=NCCC2)cc1Cl	0.6	1.2	-24	1	0	-2	-2	-3	-1
58	Cc1ccc(-n2c(C)cc(/C=N/NC(=O)Cn3c4ccccc4c(=O)c4ccccc43)c2C)cc1	2.3	0.71	28	0.77	23	-4	-4	20	-3
59	CCOC(=O)C1CCN(C(=O)c2cccc(Cl)c2)CC1	-0.3	1.1	-9	0.86	14	0	5	4	0
60	CCC(C)C1NC(=S)N(Cc2ccccc2)C1=O (stereo not drawn)	0.4	1.1	-13	1.1	-8	3	-5	2	-7
